Compound activity deposited in PubChem by National Center for Advancing Translational Sciences (NCATS).
S2 tox: cell viability loss in ATXN counter-screen | S2 cells (HEK-293 line with an ATXN2-luciferase reporter) viability, CellTiter-Fluor protease fluorescence, 24 h | Potency, µM (series often up to 56.7 µM), usual class: cytotoxic | 400,000 tested, 0.49% active | AID 651635; also: nearly all actives have a fitted effect of over 40% in size
A549 tox: counter-screen for Nrf2 inhibitors: cytotoxicity in A549 cells. A549 ARE-Fluc cells, CellTiter-Fluor viability, 18-24 h. Potency, µM (titrated, usually from 46 µM), for inactives: at the top dose activity change, negative = cytotoxicity, actives largely listed as inhibitors. 390,000 tested, 0.16% active; also: % is scaled to controls: 0 for no effect and ±100 for the full control effect
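A549 ARE-Fluc cells in 5% FBS OPTI-MEM, 5000 cells/well, rested 2 h then exposed to compounds in concentration-response for 18-24 h at 37 °C. Viability by CellTiter-Fluor fluorescence (Ex 405/Em 525) after 30 min; luciferase luminescence (BugLite, 15 min, RT) read afterwards.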
Nrf2 block: inhibitors of Nrf2 signaling | A549 ARE-Fluc reporter, luciferase luminescence, 18-24 h | Potency, µM (highest dose often 46 µM), for inactives: at the top dose activity change, negative = inhibition, hits mostly inhibitors | 360,000 tested, 2.1% active | AID 504444; also: % is scaled to controls: 0 for no effect and ±100 for the full control effect; nearly all actives have a fitted effect of over 60% in size
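In this cell-based qHTS, ARE-driven firefly luciferase in A549 cells reports Nrf2 activity; the luminescent signal after BugLite lysis is the measured value, with a prior CellTiter-Fluor read for cell health.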
HepG2 viability: HepG2 cytotoxicity, counter-screen for TGF-b inhibitors; 410,000 tested, 0.76% active; Potency, µM (highest dose often 46.1 µM), inactives show at the highest dose activity change, negative = cytotoxicity, hits mostly cytotoxic; HepG2 CAGA-GFP viability, ATP luminescence, 18 h; AID 588856; also: some results filed as inactive show a strong effect at the top dose
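HepG2 CAGA-GFP cells (1000/well, DMEM with 1% FBS) received compound, then TGF-beta at 500 pg/mL final, and were incubated 18 hours at 37 degrees C. Viability was read by CellTiter-Glo luminescence. Media-only wells were set as complete cell-killing and DMSO as no toxicity.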
TGFb inhibitor: inhibitors of TGF-b signaling | HepG2 CAGA-GFP TGF-b/SMAD3 reporter, GFP fluorescence, 18 h; TGF-beta stimulated, 500 pg/mL final | Potency, µM (titrated, usually from 46.1 µM), without a hit: at the highest dose activity, negative = inhibition, hits mostly inhibitors | 410,000 tested, 1.2% active | AID 588855; also: % is scaled to controls: 0 for no effect and ±100 for the full control effect; nearly all actives have a fitted effect of over 65% in size
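HEPG2 CAGA-GFP cells (1000/well, DMEM with 1% FBS) were pre-incubated 2 h at 37 degrees C, given compound by pin tool, then stimulated with TGF-beta at 500 pg/mL final for 18 h before per-cell GFP fluorescence imaging.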
ATXN2 expr inh: inhibitors of ATXN2 expression; HEK-293 ATXN2-luciferase reporter, luminescence, 24 h; Potency, µM (titrated, usually from 57 µM), without a hit: at the highest dose activity change, negative = inhibition, actives largely listed as inhibitors; 360,000 tested, 0.72% active; AID 1745845; also: % is scaled to controls: 0 for no effect and ±100 for the full control effect; nearly all actives have a fitted effect of over 55% in size
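ATXN2-luciferase reporter cells (luciferase flanked by upstream and downstream ATXN2 gene portions) were treated 24 h at 37 °C with compounds at up to 57 uM. SteadyGlo luminescence gave expression; GF-AFC fluorescence gave viability.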
Nrf2 activator: activates Nrf2 signaling; Potency, µM (top dose mostly 46.1 µM), for inactives: at the highest dose activation, usual class: activators; AREc32 ARE-luciferase reporter (MCF7-derived line), luminescence, 24 h; 410,000 tested, 0.31% active; also: % of control where 0% means no effect; nearly all actives have a fitted effect of over 65% in size
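AREc32 cells carrying an ARE-driven firefly luciferase, 1000 cells/well in OPTI-MEM with 5% FBS, dosed after overnight attachment and incubated 24 hr at 37 deg C. Steady-Glo luminescence read after 30 min at RT.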
MCF10A rerep: inducers of DNA re-replication in MCF 10A breast cells; MCF 10A DNA re-replication, Hoechst nuclear intensity, 48 h; Potency, µM (highest dose often 46.1 µM), inactives show at the top dose activity, positive = re-replication, actives largely listed as activators; 350,000 tested, 2.9% active; AID 624296; also: % of control where 0% means no effect; nearly all actives have a fitted effect of over 50% in size
EPAC2 antag: blocks human EPAC2 exchange factor; Q8WZA2; EPAC2 GEF exchange of Rap1B-BODIPY-GDP, fluorescence; Potency, µM (top dose mostly 114 µM), for the others: top-dose activity, negative = inhibition, hits mostly inhibitors; 360,000 tested, 0.18% active; also: % is scaled to controls: 0 for no effect and ±100 for the full control effect; nearly all actives have a fitted effect of over 45% in size; many of its hits are not listed in these tables
Target sequence (Q8WZA2 whole entry, looked up): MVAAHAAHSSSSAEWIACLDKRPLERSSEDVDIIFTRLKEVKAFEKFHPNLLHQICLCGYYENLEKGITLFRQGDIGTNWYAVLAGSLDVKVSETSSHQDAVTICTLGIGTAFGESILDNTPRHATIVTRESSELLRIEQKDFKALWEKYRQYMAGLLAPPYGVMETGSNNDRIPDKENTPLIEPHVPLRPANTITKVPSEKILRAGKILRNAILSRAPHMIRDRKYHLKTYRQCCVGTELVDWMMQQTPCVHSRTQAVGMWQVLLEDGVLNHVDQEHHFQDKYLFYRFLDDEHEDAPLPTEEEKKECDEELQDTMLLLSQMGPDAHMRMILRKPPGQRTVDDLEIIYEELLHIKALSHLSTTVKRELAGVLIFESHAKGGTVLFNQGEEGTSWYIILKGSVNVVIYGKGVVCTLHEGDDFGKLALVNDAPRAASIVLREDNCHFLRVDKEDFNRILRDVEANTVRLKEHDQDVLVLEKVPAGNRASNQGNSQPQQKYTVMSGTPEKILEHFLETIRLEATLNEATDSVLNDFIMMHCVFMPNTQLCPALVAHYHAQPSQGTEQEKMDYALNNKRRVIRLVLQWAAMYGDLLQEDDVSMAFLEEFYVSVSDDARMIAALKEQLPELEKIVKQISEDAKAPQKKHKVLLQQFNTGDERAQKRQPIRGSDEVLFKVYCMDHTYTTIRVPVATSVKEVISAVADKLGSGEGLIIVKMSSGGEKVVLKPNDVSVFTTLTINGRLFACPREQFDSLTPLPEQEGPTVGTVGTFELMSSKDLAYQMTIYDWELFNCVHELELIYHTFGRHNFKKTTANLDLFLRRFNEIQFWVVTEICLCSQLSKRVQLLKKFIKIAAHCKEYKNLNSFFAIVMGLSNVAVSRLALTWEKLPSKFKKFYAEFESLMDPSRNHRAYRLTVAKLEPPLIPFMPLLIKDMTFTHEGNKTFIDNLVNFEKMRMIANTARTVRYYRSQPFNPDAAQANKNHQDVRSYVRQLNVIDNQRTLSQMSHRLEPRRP
Starred values were filed as active, the others as inactive; i = inactive; ? = inconclusive; · = no result given; & = joins results of further samples; [ ] = dose if it differs, or a comment. Calls follow the shape of the dose curve; as a rule, active = well fitted curve in the direction sought with a large enough effect; inconclusive = small, poorly fitted or top-dose-only effect, or another doubt; inactive = no such curve, though single readings can be large; an effect the other way counts as inactive or inconclusive. Potency is read from the fitted curve at half-maximal effect.

SMILES	S2 tox	A549 tox	Nrf2 block	HepG2 viability	TGFb inhibitor	ATXN2 expr inh	Nrf2 activator	MCF10A rerep	EPAC2 antag
CCOc1cc(NC(=S)NCCOC)c(OCC)cc1NC(=O)c1cccs1	i	-2.0%	-2.5%	-5.1%	2.5%	-9.1%	-0.3%	-3.3%	6.5%
Cc1nc(CN2CCN(C(=O)CCc3nnc(Cc4c[nH]c5ccccc45)o3)CC2)cs1	i	-5.5%	3.6%	1.2%	4.5%	5.3%	-0.3%	-5.9%	13.9%
Cc1c(C(=O)N2CCCCCC2)c(S(=O)(=O)Nc2cccc(C#N)c2)c(C)n1C	i	-0.9%	-2.6%	-11.0%	-35.3%	7.2%	-0.8%	·	·
C=CCn1c(C)csc1=Nc1ccc(C(C)=O)cc1	i	-3.7%	?	-22.0%	-22.0%	-28.6%	3.3%	11.1%	-3.7%
N#Cc1cc2c(nc1SCC(O)CS(=O)(=O)Cc1ccc(Cl)cc1)CCCC2 (configuration not stated)	?	1.3%	?	-15.7%	?	?	5.4%	2.3%	-3.6%
Cc1ccc(NC(=O)CSc2nnnn2C2CC2)cc1S(=O)(=O)N1CCOCC1	i	0.1%	-1.4%	30.4%	-10.2%	0.3%	3.9%	1.4%	-5.0%
FC(F)(F)c1cccc(Cc2noc(CN3CCC(N4CCCCC4)CC3)n2)c1	i	-4.1%	-7.0%	-9.2%	6.5%	24.5%	0.1%	?	-14.2%
CCn1nc(C(=O)OCC(=O)c2ccc(F)cc2)c2ccccc2c1=O	i	10.9%	5.2%	-0.8%	-9.2%	·	0.0%	1.6%	-2.1%
Cc1ccc(S(=O)(=O)NNC(=O)c2ccc(O)cc2)cc1	i	-6.5%	?	19.3%	20.1%	1.1%	-0.8%	1.8%	1.1%
COc1ccc(C(=O)Cn2cc([N+](=O)[O-])nc2C)cc1	i	0.5%	6.0%	5.5%	0.0%	2.6%	-0.2%	0.2%	6.1%
CCOC(=O)c1c2c3c(cccc3[nH]c1=O)C(=O)c1ccccc1-2	i	-0.5%	3.8%	-17.9%	2.5%	-14.7%	0.7%	0.1%	2.6%
Cn1c(N)c(C(=O)N/N=C/c2ccccc2)sc1=S	·	-2.3%	-18.8%	-6.2%	-22.5%	2.1%	3.4%	23.1µM*	1.2%
Cc1ccc(S(=O)(=O)C2(S(=O)(=O)c3ccc(C)cc3)CC2)cc1	i	-14.9%	23.1µM*	-33.6%	-22.5%	-8.6%	2.7%	1.9%	-9.5%
Clc1ccc2c(N/N=C/c3ccccc3Br)ccnc2c1	?	?	10.3µM*	-39.4%	-5.6%	?	5.2%	?	-0.9%
COc1ccccc1NC(=O)CSc1ccc2nnc(-c3ccncc3)n2n1	i	-2.5%	-6.3%	-34.7%	-27.4%	1.5%	-0.9%	9.7%	4.8%
O=C(C[n+]1cccc(C(=O)Nc2ccccc2)c1)c1ccc(Cl)cc1	i	·	·	·	·	-6.5%	3.3%	·	10.7%
Nn1c(SCC(=O)NCCC2=CCCCC2)nnc1-c1cccnc1	i	-2.4%	-13.5%	-4.8%	0.0%	14.0%	-1.3%	1.2%	0.0%
COc1ccccc1Oc1ccccc1[N+](=O)[O-]	i	-2.5%	7.1%	-63.9%	0.0%	0.6%	0.0%	0.0%	?
Cc1ccc(CNCc2c(C(=O)O)c(C)n(Cc3ccc(C)cc3)c2C)cc1	?	-3.9%	1.9%	-25.2%	0.0%	-0.9%	2.9%	·	·
COc1ccc(C(=O)Nc2cc(Cl)ccc2OC(=O)c2ccc(OC)cc2)cc1	i	-18.3%	?	-32.7%	-17.3%	58.5%[activator]	8.6%	?	-0.1%
COc1ccc(Cc2nnc(SCc3nc4ccccc4c(=O)[nH]3)o2)cc1	?	-8.7%	?	2.2%	0.5%	-33.7%	0.0%	-2.2%	0.8%
O=C(CNC(=O)c1ccccc1Cl)NCC(c1cccs1)N1CCOCC1 (configuration not stated)	?	-0.7%	0.1%	3.2%	-14.4%	8.0%	-0.2%	-3.0%	12.4%
COc1ccc(S(=O)(=O)N2CCC3CC2c2cc(N4CCOCC4)ccc23)cc1 (configuration not stated)	i	16.1%	0.7%	-4.0%	-20.2%	-18.0%	0.2%	-23.2%	10.3%
O=C(O)c1ccc(/C=C/c2nc3ccccc3c(=O)[nH]2)cc1	i	3.4%	4.6%	12.5%	-6.0%	-9.9%	-0.5%	6.7%	0.6%
O=[N+]([O-])c1ccc(O)c(C=Nc2cccc3ncccc23)c1	i	2.9%	?	-12.6%	-14.1%	36.9%	16.6%	?	-24.0%
Cc1ccc(OCCNC(=O)[C@H]2O[C@@H](n3ccc(N)nc3=O)[C@H](O)[C@@H]2O)cc1C	i	·	·	4.7%	5.7%	8.3%	-0.3%	·	1.4%
C/C=C/C=C/C(=O)Nc1nccs1	i	-2.9%	?	-0.8%	-10.0%	32.5%	9.1%	4.9%	6.5%
COc1ccc(-c2nn(CCC#N)cc2C=C(C#N)C#N)cc1	i	0.8%	1.0%	-33.8%	-25.5%	0.4%	14.0%	25.1%	1.8%
N/C(=N\OC(=O)CCC1CCCC1)c1ccncc1	i	2.3%	1.1%	-0.8%	-4.8%	36.8%[activator]	1.4%	20.9%	-9.8%
Cc1ccc(SCc2noc(-c3c(C)noc3C)n2)cc1	i	6.5%	-2.6%	18.0%	2.6%	-18.0%	-0.3%	-20.0%	-8.4%
COc1ccc(NC(=O)CN(C)C(=O)C2CC(=O)N(c3ccc4c(c3)OCCO4)C2)cc1 (configuration not stated)	i	-0.9%	-2.6%	6.7%	?	-1.5%	-0.9%	-3.3%	-0.4%
O=C(NN1C(=O)C2C3C=CC(C3)C2C1=O)c1ccco1 (configuration not stated)	i	-2.9%	4.2%	-3.0%	-0.3%	-3.7%	0.2%	-4.8%	5.5%
COc1ccc(N(CC(=O)N2c3ccccc3CC2C)S(=O)(=O)c2c(C)noc2C)cc1 (configuration not stated)	i	-1.9%	-26.4%	-3.5%	-1.4%	1.0%	0.0%	689.4%[0.0737 µM]	-2.6%
CCCCNC(=O)C1c2ccccc2OCC(=O)N1CCOC (configuration not stated)	i	·	·	·	·	7.2%	0.3%	·	6.2%
Cc1cc(OCC(=O)OCC(=O)N(Cc2ccccc2)C(C)(C)C)ccc1Cl	i	·	·	44.6%	-6.4%	·	0.1%	·	-22.5%
O=C(Nc1ccccc1C(=O)NCCN1CCOCC1)c1ccco1	i	-1.0%	4.7%	0.4%	9.6%	-2.3%	0.1%	0.1%	6.0%
Cc1cccc(NC(=O)COC(=O)c2ccc(S(=O)(=O)N3CCCC3)cc2)c1	i	-3.2%	10.9%	-8.9%	?	5.8%	0.2%	1.4%	4.7%
COc1ccc(NC(=O)CSCc2cc(=O)n3ccsc3n2)cc1	i	-5.7%	9.9%	1.6%	13.4%	9.2%	-0.9%	1.0%	13.2%
COc1ccc(NC(=O)c2cc(S(=O)(=O)NCCC3=CCCCC3)ccc2F)cc1	?	-14.5%	·	-37.5%	?	?	-0.4%	·	·
O=C(COC(=O)c1ccccc1Br)NC1CCCC1	i	-1.7%	-5.9%	0.3%	-4.4%	60.8%[activator]	0.0%	-10.3%	-3.4%
O=C(COC(=O)Cn1nc(-c2ccccc2)oc1=O)Nc1ccc(F)cc1	i	4.4%	-0.8%	1.4%	-4.4%	8.9%	0.4%	3.5%	-2.1%
CCOc1ccc(N(CC)S(=O)(=O)c2c(C)[nH]c(=O)[nH]c2=O)cc1	i	-4.1%	-20.1%	6.3%	0.0%	0.4%	-2.5%	-3.7%	11.7%
Cc1nc(Cl)nc(N(C)c2ccccc2)c1[N+](=O)[O-]	i	-2.7%	-18.4%	-23.9%	2.9%	0.2%	5.6%	?	-13.6%
Cn1c(N)c(C(=O)COC(=O)[C@@H]2CCCN2S(=O)(=O)c2ccc(Cl)cc2)c(=O)n(C)c1=O	i	-2.5%	-0.7%	-13.4%	-16.7%	-12.0%	0.1%	-0.8%	1.5%
C=CCOC(=O)C(C#N)c1nc2ccccc2nc1N1CCN(Cc2ccc3c(c2)OCO3)CC1 (configuration not stated)	i	-10.0%	·	-1.9%	3.6%	3.4%	0.1%	7.4%	-4.0%
CCOc1ccc(CCNC(=O)c2cn(C)c3ccc(S(=O)(=O)N4CCOCC4)cc3c2=O)cc1OCC	i	-0.8%&-3.0%	?	-0.3%&-0.6%	-1.2%&0.4%	12.0%&3.5%	0.3%&-0.8%	0.4%	-5.5%
CCCOc1ccc(C2c3c(-c4ccccc4O)n[nH]c3C(=O)N2CCCOCC)cc1OCC (configuration not stated)	·	-19.0%	-19.9%	-41.0%	?	?	0.4%	·	·
CCc1ccc(-n2c(=O)c3c4c(sc3n(CC(=O)c3ccc(Br)cc3)c2=O)CCC4)cc1	i	0.3%	-7.6%	-9.5%	-4.5%	15.5%	0.3%	·	·
CCCOC(=O)CN1C(=O)c2ccc(C(=O)OCCC)cc2C1=O	i	-2.6%	9.3%	4.3%	-6.5%	5.1%	-0.7%	-5.0%	-4.2%
CCN1CCN(C(=O)c2ccc(CS(=O)(=O)Cc3ccccc3F)o2)CC1	i	?	?	4.1%	-15.2%	2.3%	0.6%	16.1%	0.2%

Grouped by structure: those above with a furan ring, fused or not (3)
SMILES	S2 tox	A549 tox	Nrf2 block	HepG2 viability	TGFb inhibitor	ATXN2 expr inh	Nrf2 activator	MCF10A rerep	EPAC2 antag
O=C(NN1C(=O)C2C3C=CC(C3)C2C1=O)c1ccco1 (configuration not stated)	i	-2.9%	4.2%	-3.0%	-0.3%	-3.7%	0.2%	-4.8%	5.5%
O=C(Nc1ccccc1C(=O)NCCN1CCOCC1)c1ccco1	i	-1.0%	4.7%	0.4%	9.6%	-2.3%	0.1%	0.1%	6.0%
CCN1CCN(C(=O)c2ccc(CS(=O)(=O)Cc3ccccc3F)o2)CC1	i	?	?	4.1%	-15.2%	2.3%	0.6%	16.1%	0.2%

An excerpt; the hit share may differ from the screen's.
